# LDHA inh: inhibitors of human lactate dehydrogenase A; purified LDHA, NADH/diaphorase-resazurin fluorescence; stronger effect = lower value; P00338; activity change, % (values are at about 110 or 230 µM); 480,000 compounds, 0.15% hits; in the data active = activity change below about -30%; inconclusive = mostly about -25% to -30%;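 also: plate controls were DMSO wells for no effect and wells without enzyme for full effect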
#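 Enzyme activity of human lactate dehydrogenase 5 (2 nM; 0.06 mM NADH, 0.2 mM pyruvate, 5 min, RT) is measured via a resazurin/diaphorase fluorescence readout of residual NADH.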
# Vif-A3F inh: inhibitors of Vif-A3F interaction | HeLa A3F-eYFP + Vif (tagged APOBEC3F with the HIV-1 protein that degrades it), YFP fluorescence increase | Potency, µM (series often up to 46.1 µM), without a hit: top-dose activity, negative = active | 390,000 compounds, 0.2% hits | AID 602313; also: potency is read from the fitted curve at half-maximal effect; % of control where 0% means no effect; nearly all actives have a fitted effect of over 65% in size
#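 Fluorescence increase (Ex 488/Em 500-530) after overnight compound treatment at 37 deg C flags inhibition of Vif-driven A3F-eYFP loss in stable HeLa A3F-eYFP/Vif cells seeded overnight beforehand.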
# RGS4 inhibitor: human RGS4 inhibition; P49798; Transcreener GDP fluorescence polarization, RGS4-accelerated GTP hydrolysis; Potency, µM (top dose mostly 114 µM), without a hit: at the top dose activity change, negative = inhibition, hits mostly inhibitors; 390,000 compounds, 0.039% hits; AID 504845; also: potency is read from the fitted curve at half-maximal effect; % is scaled to controls: 0 for no effect and ±100 for the full control effect; nearly all actives have a fitted effect of over 75% in size; some results filed as inactive show a strong effect at the top dose
#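 MLSMR compounds (23 nl, pin-transferred) preincubated 10 min at room temperature with a 500nM (2x) first reagent, then RGS4 at 900nM (2x) plus Transcreener GDP mix added; fluorescence polarization (620/688 nm) read before and after 90 min at 30 °C.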
# TrxR1 substrate: substrates of rat thioredoxin reductase 1; O89049; purified TrxR1 substrate turnover, NADPH consumption readout; Potency, µM (doses to about 114 µM), for the others: top-dose activity change, negative = substrate turnover; 390,000 compounds, 0.01% hits; also: potency is read from the fitted curve at half-maximal effect; % is scaled to controls: 0 for no effect and ±100 for the full control effect; nearly all actives have a fitted effect of over 50% in size
# Target sequence (O89049 whole entry, looked up): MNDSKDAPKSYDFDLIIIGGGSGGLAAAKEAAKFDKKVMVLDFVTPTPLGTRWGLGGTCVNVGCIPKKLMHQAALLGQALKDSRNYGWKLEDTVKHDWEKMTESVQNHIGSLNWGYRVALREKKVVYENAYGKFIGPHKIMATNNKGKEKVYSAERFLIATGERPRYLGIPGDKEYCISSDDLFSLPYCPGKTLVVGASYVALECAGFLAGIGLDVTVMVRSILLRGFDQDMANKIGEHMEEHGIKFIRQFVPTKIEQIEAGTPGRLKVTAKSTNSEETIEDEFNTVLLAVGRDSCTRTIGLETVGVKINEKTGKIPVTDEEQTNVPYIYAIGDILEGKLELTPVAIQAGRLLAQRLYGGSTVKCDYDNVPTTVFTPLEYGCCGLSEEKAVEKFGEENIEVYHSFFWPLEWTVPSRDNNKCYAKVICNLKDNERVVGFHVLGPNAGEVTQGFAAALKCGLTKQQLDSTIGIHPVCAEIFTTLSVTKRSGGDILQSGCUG
#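 Rat TrxR1, dispensed at 90 nM, was prereduced with 400 uM NADPH (final) for 5 min at ~22 deg C, then incubated with compound 15 min before 400 uM selenite. A first-read NADPH fluorescence drop versus no-compound background flagged substrates.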
# Vif-A3G inh: Vif-A3G binding inhibition; Potency, µM (doses to about 46.1 µM), for the others: top-dose activity, negative = active, hits mostly inhibitors; 410,000 compounds, 0.076% hits; AID 602310; HeLa A3G-eYFP + Vif (tagged APOBEC3G with the HIV-1 protein that degrades it), YFP fluorescence, overnight; Q9HC16;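 also: potency is read from the fitted curve at half-maximal effect; % is scaled to controls: 0 for no effect and ±100 for the full control effect; nearly all actives have a fitted effect of over 60% in size; hits raise eYFP signal because A3G escapes Vif-driven loss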
#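 HeLa cells stably expressing Vif and C-terminally eYFP-tagged A3G, seeded overnight at 37 deg C, then exposed to compound by pintool overnight at 37 deg C. Rise in yellow fluorescence (Ex 488/Em 500-530, Acumen) marks blocked Vif-driven A3G degradation.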
# GRP78 ERSR act: ER stress response induction in glioma; 420,000 compounds, 0.02% hits; Potency, µM, for the others: at the highest dose activation, most hits filed as activators; U87-MG GRP78 promoter luciferase reporter, 16 h; also: potency is read from the fitted curve at half-maximal effect; series mostly up to about 76 µM; % of control where 0% means no effect; nearly all actives have a fitted effect of over 35% in size
#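 Stably transfected U87-MG human glioma cells carrying a GRP78-based luminescent sensor were seeded at 1000 cells/well, pin-dosed with compounds and incubated 16 h. Luciferase reagent was then added, and end-point luminescence was read after 10 min at room temperature.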
# USP1-UAF1 inh: USP1/UAF1 (human) deubiquitinase inhibition; recombinant USP1/UAF1, Ub-Rhodamine cleavage fluorescence; Potency, µM (series often up to 57.1 µM), inactives show at the highest dose activity change, negative = inhibition, usual class: inhibitors; 390,000 compounds, 0.23% hits; AID 743255; also: potency is read from the fitted curve at half-maximal effect; % is scaled to controls: 0 for no effect and ±100 for the full control effect; nearly all actives have a fitted effect of over 60% in size; inactives centre near -12
#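 In this screen, compounds sit with the deubiquitinase complex (1nM) for 15 min at room temperature before Ub-Rho is added at 150nM final. Fluorescence rise is then followed for 6 reads every 60 seconds.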
# TrxR1 inh: rat TrxR1 inhibition; Potency, µM (top dose mostly 114 µM), inactives show at the highest dose activity change, negative = inhibition, usual class: inhibitors; 390,000 compounds, 1% hits; O89049; AID 588453; recombinant rTrxR1, NADPH fluorescence consumption, selenite substrate; also: potency is read from the fitted curve at half-maximal effect; % is scaled to controls: 0 for no effect and ±100 for the full control effect; nearly all actives have a fitted effect of over 65% in size
#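 Rat TrxR1 (90 nM in the dispensed reagent) was pre-reduced with 400 uM NADPH for 5 min at room temperature, then incubated with compound for 15 min. After 400 uM selenite was added, NADPH fluorescence (Ex 340/Em 450 nm) was followed for 8 min.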
# IDH1 R132H inh: human IDH1 R132H inhibition; IDH1-R132H enzyme, NADPH consumption, diaphorase/resazurin fluorescence; Potency, µM (series often up to 76.6 µM), for inactives: at the top dose activity change, negative = inhibition, usual class: inhibitors; 390,000 compounds, 0.093% hits; AID 602179; also: potency is read from the fitted curve at half-maximal effect; % is scaled to controls: 0 for no effect and ±100 for the full control effect; nearly all actives have a fitted effect of over 65% in size
# Target sequence (O75874 whole entry R132H, stated change not applied): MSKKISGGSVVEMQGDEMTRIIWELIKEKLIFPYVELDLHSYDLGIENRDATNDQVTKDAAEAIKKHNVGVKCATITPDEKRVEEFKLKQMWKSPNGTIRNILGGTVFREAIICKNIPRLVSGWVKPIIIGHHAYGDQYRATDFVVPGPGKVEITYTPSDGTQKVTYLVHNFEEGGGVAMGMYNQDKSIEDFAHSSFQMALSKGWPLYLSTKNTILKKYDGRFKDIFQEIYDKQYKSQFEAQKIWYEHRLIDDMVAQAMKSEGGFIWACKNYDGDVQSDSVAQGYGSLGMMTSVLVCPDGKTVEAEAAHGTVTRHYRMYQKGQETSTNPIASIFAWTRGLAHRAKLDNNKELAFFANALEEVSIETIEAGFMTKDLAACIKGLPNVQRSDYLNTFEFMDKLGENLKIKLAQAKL
#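 IDH1-R132H (0.5 ug/mL) preincubated 30 min with compound, then NADPH (0.016 mM) and alpha-KG (2 mM) added; 80 min at RT, pH 7.5. Remaining NADPH coupled via diaphorase/resazurin to fluorescence (540/590 nm); concentration-response curves normalized to no-enzyme control.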
# * marks the source's active call; other numbers are inactive results; ? = inconclusive; · = not tested or not shown; & = joins results of further samples; [ ] = another dose, or the depositor's remark. Unless noted, calls follow the shape of the dose curve; as a rule, active = well fitted curve in the direction sought with a large enough effect; inconclusive = small, poorly fitted or top-dose-only effect, or another doubt; inactive = no such curve, though single readings can be large; an effect the other way counts as inactive or inconclusive. These rows are one share of the data, so the mix of outcomes need not match the whole.
SMILES,LDHA inh,Vif-A3F inh,RGS4 inhibitor,TrxR1 substrate,Vif-A3G inh,GRP78 ERSR act,USP1-UAF1 inh,TrxR1 inh,IDH1 R132H inh
CC(=O)c1ccc(NC(=O)c2ccc(N3CCCC3=O)cc2)cc1,-5,9%,-2%,-7%[57.1 µM],0%,3%,0%,5%,-2%
O=C(COC(=O)c1cccnc1Cl)c1cccc(Cl)c1,0,0%,6%,4%,0%,4%,-24%,11%,12%
COc1cccc(NC(=S)NCc2ccc3c(c2)cc(C)n3C)c1,3,1%,-38%,-3%[0.0914 µM],-2%,-5%,-10%,-13%[57.1 µM],15%
CC(Oc1ccc2c(-c3ccccc3)cc(=O)oc2c1)C(=O)N1CCC[C@@H]1C(N)=O (stereo not given in full),5,-3%,-2%,-4%,1%,0%,-22%,2%,3%
CC(C)N(C=O)C1(C(=O)NC2CCCCC2)CCCCC1,-3,0%,-11%,0%,-4%,-2%,-5%,11%,-1%
CCOc1ccc(Cc2onc3c2C(=O)CC(C)(C)C3)cc1OCC,-11,-10%,-4%,3%[57.1 µM],-2%,0%,-14%,17%[57.1 µM],-1%
COC(=O)CCC(=O)N1CCOCCOCCOCC1,-3,1%,-24%,1%,1%,-6%,-23%,11%,2%
OC(CN1CCN(c2cccc(Cl)c2)CC1)c1ccc(F)cc1 (stereo not given),-1,-1%,17%,-7%,-6%,-5%,-20%,4%,1%
Cc1ccc(Cl)cc1NC(=O)CSc1sc2c(O)cc(=O)[nH]c2c1C#N,2,-5%,-18%,-5%[57.1 µM],2%,-3%,-4%,-10%[57.1 µM],-2%
CC(C)c1ccc(NS(=O)(=O)c2cc(Br)cc3c2N(C(=O)C2CC2)CC3)cc1,-4,-14%,11%,11%[2.29 µM],-18%,-1%,-28%,27%,-9%
O=[N+]([O-])c1ccc(S(=O)(=O)NCCc2cn3ccccc3n2)cc1,2,-1%,21%,-3%[57.1 µM],1%,-5%,-4%,-8%[57.1 µM],-2%
Cc1cc2ncn(/N=C/c3ccc([N+](=O)[O-])o3)c2cc1C,7,?,9%,14%,?,-2%,-16%,-4%,8%
O=C(N/N=C1/SCC(=O)N1Cc1ccco1)c1ccccc1F,-4,3%,4%,2%[57.1 µM],0%,1%,7%,19%[57.1 µM],-1%
COCC(C)NC(=S)Nc1ccccc1[N+](=O)[O-] (stereo not given),3,-10%,-46%,-4%[57.1 µM],2%,1%,-7%,?,-2%
COc1ccc(NC2CS(=O)(=O)CC2OC(=O)c2ccc(F)cc2)cc1 (stereo not given),-3,-4%,5%,7%,-7%,-3%,-17%,17%,3%
Cc1cc(OCC(=O)NCC2(N(C)C)CCCCC2)cc(C)c1Cl,1,-7%,0%,-5%,2%,0%,-7%,0%,10%
CCC(=O)Nc1cccc(NC(=O)c2ccc(Br)cc2)c1,-7,-17%,-23%,14%,1%,2%,-10%,19%,-6%
CCOC(=O)C1=C(c2ccccc2)NC(N)=NC1c1ccc(OCc2ccc(C(=O)OC)cc2)cc1 (stereo not given),-2,2%,3%[11.4 µM],-3%,-15%,-18%,-23%,26%,-6%
O=S(=O)(c1ccc(-c2ccccc2)cc1)N1CCCCC1,-4,-8%,-9%,-5%[57.1 µM],-7%,-3%,-22%,10%[57.1 µM],5%
CC(C)(C)C(=O)NCCc1nc2ccccc2n1CCCCOc1ccc(Cl)cc1,3,-11%,-7%,-2%,-1%,-2%,?,13%,2%

# Structures shown so far that have a nitro group on carbon:
SMILES,LDHA inh,Vif-A3F inh,RGS4 inhibitor,TrxR1 substrate,Vif-A3G inh,GRP78 ERSR act,USP1-UAF1 inh,TrxR1 inh,IDH1 R132H inh
O=[N+]([O-])c1ccc(S(=O)(=O)NCCc2cn3ccccc3n2)cc1,2,-1%,21%,-3%[57.1 µM],1%,-5%,-4%,-8%[57.1 µM],-2%
Cc1cc2ncn(/N=C/c3ccc([N+](=O)[O-])o3)c2cc1C,7,?,9%,14%,?,-2%,-16%,-4%,8%
COCC(C)NC(=S)Nc1ccccc1[N+](=O)[O-] (stereo not given),3,-10%,-46%,-4%[57.1 µM],2%,1%,-7%,?,-2%

# (next part)
SMILES,LDHA inh,Vif-A3F inh,RGS4 inhibitor,TrxR1 substrate,Vif-A3G inh,GRP78 ERSR act,USP1-UAF1 inh,TrxR1 inh,IDH1 R132H inh
CC1CN(C(=O)N2CCC(C(=O)NCCCc3ccccc3)CC2)c2cc(Cl)ccc2O1 (stereo not given),-12,10%,2%,-7%,2%,-4%,-12%,-3%,0%
CO/N=C(\C(=O)N[C@@H]1C(=O)N2C(C(=O)O)=C(COC(C)=O)CS[C@H]12)c1csc(N)n1,·,·,?,4%[57.1 µM],·,-6%&-3%,·,?,·
Cn1c(CN2CCCCC2)nc2cc(NC(=O)c3cccc(Br)c3)ccc21,-3&8,-10%&-7%,4%&-5%,1%,1%&2%,-3%&1%,-9%&-10%,14%&3%,-16%&-2%
CC(Oc1ccccc1F)C(=O)NNC(=O)CCNC(=O)c1ccco1 (stereo not given),-6,-11%,-26%,-8%,0%,-2%,0%,-9%,-1%
Cc1cccc(C)c1NC(=O)C1(N(Cc2ccco2)C(=O)Cn2nnnc2N)CCCCC1,-1,-8%,-8%,-6%,-1%,-6%,-19%,-8%,1%
Cc1nn(C2CCS(=O)(=O)C2)c2nc(C3CC3)cc(C(=O)Nc3cccc(C#N)c3)c12 (stereo not given),1,3%,-22%,15%[57.1 µM],2%,-1%,-25%,8%,-4%
C#CCSc1n[nH]c(=O)n1-c1cccc(C(F)(F)F)c1,-9,15%,12%,-7%,2%,-1%,-17%,-10%,3%
CCSc1nc2sc3c(c2c(=O)[nH]1)CC(C)(C)OC3,-3,-22%,-6%,1%,-1%,0%,-17%,11%,0%
CCN1C(=O)/C(=C2/SC(C)=C(C)N2CC)SC1=S,-4,-21%,-1%,-6%[57.1 µM],?,0%,-5%,-6%[57.1 µM],-3%
S=c1[nH]cnc2sc(Nc3ccccc3)nc12,5,-10%,?,-7%,-8%,-6%,-13%,?,0%
Cc1ncoc1C(=O)N1CCCC(CCC(=O)NCc2ccccc2F)C1 (stereo not given),0,0%,12%,-3%,-25%,0%,-9%,7%,-3%
O=C(Nc1cccc2cccnc12)c1c(Cl)cc(Cl)cc1Cl,-3,·,-10%,1%,-4%,-1%,·,19%,·
CCN(CC)S(=O)(=O)c1ccc(C(C)NCC(=O)Nc2ccccc2C(=O)NC2CC2)cc1 (stereo not given),-9,4%,4%,2%,0%,-3%,-12%,11%,-1%
CC(C)(C)C(=O)NC(=S)Nc1cccc(C(=O)O)c1,-2,-18%,-43%,8%,1%,-4%,-5%,-5%,0%
COc1ccc(-c2ccc3c(c2)C2CC3CCN2CCC#N)cc1 (stereo not given),1,-5%,-18%,2%,-3%,-5%,-32%,10%,2%[38.3 µM]
Cc1ccc2nc(-c3ccccn3)c(Nc3ccccc3C)n2c1,2&11,?,-7%[11.4 µM],-7%&3%,3%&2%,-6%&-6%,-15%&-32%,14%&6%,?
CC(C)C(=O)Nc1nnc(S(=O)(=O)N2CCCc3ccccc32)s1,-2,-2%,-8%,6%,0%,3%,-18%,11%,-6%
Cc1cc(C(=O)N/N=C/c2cccc(OC(=O)c3ccco3)c2)n[nH]1,-8,4%,-7%,1%,-12%,5%,-20%,9%,2%
Cc1ccnc(SCC(=O)Nc2cccc(S(=O)(=O)N3CCOCC3)c2)n1,3,-6%,1%,5%,-1%,-2%,0%,22%,0%
CCOc1cc(N2CCOCC2)c(OCC)cc1NC(=O)C(C)Oc1ccccc1 (stereo not given),12,-1%,-1%,-6%[2.29 µM],-5%,-7%,-11%,-13%[57.1 µM],19%
COc1ccc(CNC(=O)C[C@H]2C[C@H](C(=O)N3CCCCC3)[C@@]3(C)c4[nH]c5cc(-c6ccco6)ccc5c4CCN3C2=O)cc1OC,-3,-4%,?,22%,-8%,-4%,-20%,-28%,3%[38.3 µM]
Cc1ccc(CNC(=O)CC(C)S(=O)(=O)c2ccc3c(c2)NC(=O)CS3)o1 (stereo not given),-9,?,-17%,3%,-12%,-3%,-19%,16µM*,1%

# Structures above containing a cyano group:
SMILES,LDHA inh,Vif-A3F inh,RGS4 inhibitor,TrxR1 substrate,Vif-A3G inh,GRP78 ERSR act,USP1-UAF1 inh,TrxR1 inh,IDH1 R132H inh
Cc1ccc(Cl)cc1NC(=O)CSc1sc2c(O)cc(=O)[nH]c2c1C#N,2,-5%,-18%,-5%[57.1 µM],2%,-3%,-4%,-10%[57.1 µM],-2%
Cc1nn(C2CCS(=O)(=O)C2)c2nc(C3CC3)cc(C(=O)Nc3cccc(C#N)c3)c12 (stereo not given),1,3%,-22%,15%[57.1 µM],2%,-1%,-25%,8%,-4%
COc1ccc(-c2ccc3c(c2)C2CC3CCN2CCC#N)cc1 (stereo not given),1,-5%,-18%,2%,-3%,-5%,-32%,10%,2%[38.3 µM]

# High-throughput results deposited in PubChem BioAssay by National Center for Advancing Translational Sciences (NCATS).
